Screens: PubChem, several laboratories
Arrestin-AP2 inh: inhibitors of beta-arrestin/AP2 binding, primary screen, biochemical, GPCR trafficking, flow cytometry; beta-arrestin 1 C-terminal peptide binding to AP2 beta2-adaptin appendage (human); FITC-arrestin peptide / GST-AP2 beads; AP2 beta2 appendage carries R879A mutation; inhibition, % at 10 µM; 340,000 tested, 0.31% active; AID 504490, 2011;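 active means inhibition above a set limit, near 3 SD of compounds lacking own fluorescence, cut at about 54% in these data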;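 further: plate controls were DMSO wells for no effect and 5 µM unlabelled arrestin peptide for full effect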
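system = GST-tagged AP2 beta2-adaptin appendage (R879A) on 4 µm glutathione beads | reagent = FITC-labelled arrestin peptide probe, 50 nM final | schedule = compound with beads 12 min RT, then probe 1 h RT | signal = HyperCyt-sampled flow cytometry, FL1 channel, ex 488/em 535 nm | read-out = percent response from loss of bead-bound FITC fluorescence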
MOR-DOR ag: agonists of OPRM1-OPRD1 heterodimerization, primary screen, cell-based, luminescence. cells. activation, % at 9.3 µM. 340,000 tested, 0.3% active. AID 504326, 2011; in the data active means activation above about 18%;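 further: 0% = vehicle-treated cells and 100% = reference agonist; values of inactives mirror those of a sister screen read the other way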
V-ATPase pHluor: regulators of yeast V-ATPase proton pumping, primary screen, pHLuorin cytosolic pH fluorescence; S. cerevisiae; response, % at 10 µM; 350,000 tested, 0.37% active; AID 504577, 2011; in the data active means response mostly above about 7.3%, no sharp cut-off; inactive means mostly below about 5.4%; further: actives read high; inactives centre near 0; some compounds called inactive have numbers as strong as hits; reference of the scale not given here
PKA-R1A activ: activators of PKA-R1A holoenzyme, primary screen, biochemical, fluorescence polarization, Cy5-IP20, bovine R1A, mouse PKAc. PKA-R1A dissociation; scaled: DMSO 0%, 113 µM cGMP 100%. activation, % at 11.4 µM. 340,000 tested, 0.083% active. cAMP-dependent protein kinase type I-alpha regulatory subunit (Bos taurus) + …;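 active means percent activation above the mean of all tested compounds plus 3 SD, cut at about 19% in these data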;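 further: higher means more PKAc released from R1A so a rise in polarization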
DAGLB inh: DAGLB lipase inhibitors, primary screen, biochemical, fluorescence, HTS; Diacylglycerol lipase-beta (Homo sapiens), Q8NCG7; HEK293T DAGLB membrane lysate, EnzChek fluorogenic substrate; inhibition, % at 5.17 µM; 340,000 tested, 0.059% active; AID 504411, 2011; in the data active means inhibition above about 34%;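 further: 0% = enzyme with vehicle and 100% = wells lacking enzyme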
PKA-R2B activ: activators of PKA-R2B holoenzyme, primary screen, biochemical, fluorescence polarization, Cy5-IP20, human | PKA-R2B holoenzyme dissociation; R2B truncated from residue 108, S112A mutant; 0% DMSO only, 100% 113 µM cGMP | activation, % at 11.4 µM | cAMP-dependent protein kinase catalytic subunit beta (Homo sapiens) + cAMP-dependent … | AID 504700, 2011 | 340,000 tested, 0.079% active;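 active means activation above a cutoff set at the mean over all compounds plus 3 SD, cut at about 18% in these data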;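 further: higher means more holoenzyme dissociation and a rise in polarization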
Target sequence (P31323 whole entry, looked up, other chains not shown, the tested form may be a part): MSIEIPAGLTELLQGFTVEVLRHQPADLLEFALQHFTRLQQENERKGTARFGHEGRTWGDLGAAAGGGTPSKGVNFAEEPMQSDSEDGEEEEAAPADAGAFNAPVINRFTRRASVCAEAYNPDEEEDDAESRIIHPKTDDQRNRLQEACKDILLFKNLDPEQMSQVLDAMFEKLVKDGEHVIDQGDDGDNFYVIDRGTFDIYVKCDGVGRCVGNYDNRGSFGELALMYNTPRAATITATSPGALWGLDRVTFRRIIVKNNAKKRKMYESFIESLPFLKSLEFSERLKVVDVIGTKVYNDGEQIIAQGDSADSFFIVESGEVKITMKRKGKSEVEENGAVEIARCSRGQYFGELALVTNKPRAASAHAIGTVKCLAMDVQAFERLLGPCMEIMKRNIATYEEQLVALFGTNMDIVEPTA
HTR5A inv ctr: HTR5A inverse agonists in luminescence cell assay, primary screen, counter-screen for OPRM1-OPRD1 heterodimer inverse agonist project, full-deck HTS. 5-hydroxytryptamine receptor 5A (Homo sapiens), P47898. HTR5A cell line, inverse agonism. inhibition, % at 9.3 µM. 340,000 tested, 0.083% active. AID 504634, 2011; in the data active means inhibition mostly above about 23%, no sharp cut-off; inactive means mostly below about 18%;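 further: 0% = cells with DMSO and 100% = no-cell wells with DMSO; some compounds called inactive have numbers as strong as hits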
Target sequence (P47898 whole entry, looked up): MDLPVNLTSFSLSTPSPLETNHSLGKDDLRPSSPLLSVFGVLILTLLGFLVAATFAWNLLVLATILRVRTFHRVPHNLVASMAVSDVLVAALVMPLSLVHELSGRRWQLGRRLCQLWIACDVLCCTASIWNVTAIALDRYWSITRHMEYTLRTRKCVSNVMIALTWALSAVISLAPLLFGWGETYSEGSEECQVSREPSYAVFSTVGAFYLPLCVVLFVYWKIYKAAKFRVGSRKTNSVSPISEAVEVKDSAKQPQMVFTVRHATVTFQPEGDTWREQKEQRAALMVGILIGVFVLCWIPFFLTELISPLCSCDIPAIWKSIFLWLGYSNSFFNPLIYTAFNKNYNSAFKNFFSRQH
Pemphigus Ab inh: inhibitors of pemphigus antibody binding to DSG3, primary screen, biochemical, bead-based, flow cytometry, scFv-GFP; DSG3-coupled beads, scFv-anti-DSG3-GFP binding; hits give low values; 310,000 tested, 0.48% active; Desmoglein-3 (Homo sapiens), P32926; AID 588358, 2011; binding (percent of control), % at 10 µM;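 active means binding more than 3 SD below its plate's average and above zero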;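 further: hits lower antibody fragment binding to DSG3; some compounds called inactive have numbers as strong as hits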
HTR5A ag ctr: HTR5A agonists in luminescence cell assay, primary screen, counter-screen for OPRM1-OPRD1 heterodimer agonist project, full-deck HTS; AID 504692, 2011; activation, % at 9.3 µM; cell-based; 340,000 tested, 0.61% active; 5-hydroxytryptamine receptor 5A (Homo sapiens), P47898; in the data active means activation mostly above about 9.5%, no sharp cut-off; inactive means mostly below about 7.6%;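 further: 0% = cells with vehicle only and 100% = reference agonist; strong numbers were not always called active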
OPRM1-OPRD1 inv: inverse agonists of MOR-DOR heterodimerization, primary screen, cell-based, luminescence; Mu-type opioid receptor (Homo sapiens) + Delta-type opioid receptor (Homo sapiens), …; cell-based MOR-DOR heterodimer luminescence, inverse agonism; inhibition, % at 9.3 µM; 340,000 tested, 0.21% active; AID 504357, 2011; in the data active means inhibition above about 22%, passing the limit was not always enough;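 further: 0% = cells with DMSO and 100% = wells without cells with DMSO; values of inactives mirror those of a sister screen read the other way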
* marks the source's active call; other numbers are inactive results; x = not tested or not shown.

Compound	Arrestin-AP2 inh	MOR-DOR ag	V-ATPase pHluor	PKA-R1A activ	DAGLB inh	PKA-R2B activ	HTR5A inv ctr	Pemphigus Ab inh	HTR5A ag ctr	OPRM1-OPRD1 inv
O=C(Nc1ccc(NS(=O)(=O)c2ccccc2)cc1)c1cccnc1	-25	-1.3	0	2	-1	2	-15	113	0	6
CCOC(=O)NN=C1c2ccccc2-c2ccccc21	-16	-1.1	-3	5	0	0	-12	113	0	6
CC(C)OC(=O)CC(=O)CSc1nc2c(cc1C#N)CCC2	2	-0.4	-1	-4	-5	-12	-1	93	2	3
O=C(c1cn(Cc2ccccc2)nc1-c1cccnc1)N1CCN(Cc2c(F)cccc2Cl)CC1	-7	-1.9	0	2	0	-1	32	105	-13	8
O=C(/C=C/c1cccs1)NNC(=O)c1ccccc1	-9	-4.0	2	-6	0	7	7	105	-3	16
CC(=O)Nc1ccc(C2NC(=O)CCC2[N+](=O)[O-])cc1 (configuration not stated)	-9	-1.6	3	8	-1	0	-4	101	1	7
O=C(CCNC(=O)c1ccccc1Cl)Nc1nc2ccc(F)cc2s1	-6	-0.2	1	12	0	9	-6	102	0	1
CCc1ccccc1NC1=NCC(=O)N1Cc1ccccc1	13	1.6	16*	-2	-4	-1	-9	97	2	-10
CN(CCO)c1ccc(-c2nn(C)c(=O)c3ccccc23)cc1[N+](=O)[O-]	50	-1.4	-5	10	3	3	14	113	3	7
CSc1cccc(NC(=O)CN(c2ccccc2)S(=O)(=O)N(C)C)c1	14	-0.1	3	-9	-3	-2	-15	93	1	0
O=C(COc1coc(CN2CCc3ccccc3C2)cc1=O)Nc1cccc([N+](=O)[O-])c1	-8	0.3	0	1	0	-14	-17	97	4	-2
CCOC(=O)CC(=O)CSc1ccc2nnc(-c3ccccc3)n2n1	35	-2.0	-3	1	2	-10	-5	101	-3	11
Cc1cc(C)cc(NC(=S)/C(=C(\[O-])c2ccc(Cl)s2)[n+]2cccc(C)c2)c1	-16	0.2	-7	-3	4	-2	13	126	3	-1
CCN(CC)C(=S)NC(=O)c1ccc(F)cc1	31	-1.4	5	1	-3	2	1	109	0	8
COc1ccc(-c2ccc3c(c2)S(=O)(=O)c2cccc(C(=O)NCc4cccc(OC(F)(F)F)c4)c2C3=O)cc1OC	3	-2.8	-19	-1	2	-13	4	103	0	13
C[C@H](NC(=O)c1ccc2c(c1)OCO2)c1nnc2ccccn12	-2	-2.9	1	-4	-1	-3	-3	101	-2	15
COc1ccc(CNC(=O)CN(Cc2ccco2)C(=O)CNS(=O)(=O)c2ccc(C)cc2)cc1	23	-1.7	3	2	-1	-20	-10	103	1	9
C=CCn1c(SCC(=O)N2CCc3ccccc3C2)nc2sc(C)cc2c1=O	2	1.1	-1	5	-3	10	-7	104	3	-6
CCCc1cc(=O)[nH]c(SCC(=O)NC2CC2)n1	0	-3.4	-3	-11	-2	-4	22	x	-9	13
COc1ccc2c3c(c(=O)oc2c1OCC(=O)C(C)(C)C)CCCC3	-5	-3.3	1	-12	-6	-5	-9	100	2	18
CCC(=O)N(Cc1cc2cc(OC)ccc2[nH]c1=O)c1ccc(C)cc1C	25	-4.6	-1	-6	2	21*	-4	x	3	28
NS(=O)(=O)c1ccc(NC(=O)COC(=O)COc2ccccc2)cc1	7	-4.0	3	5	1	2	-2	98	1	20
O=C(Nc1cccc(S(=O)(=O)N2CCCC2)c1)c1ccc(Cl)nc1	-9	0.3	1	-7	0	0	-2	x	0	-2
Cc1ccc(NC(=O)CSc2nc3nc(C)cc(C)c3c(=O)[nH]2)cc1	1	0.5	-2	-2	0	-3	11	107	-1	-3
CCOC(=O)[C@H]1[C@H]2COc3ccc(Cl)cc3[C@@H]2N2C(=O)CN(Cc3ccco3)C(=O)[C@@]12C	4	-0.7	2	-2	-5	-12	-16	x	4	4
O=C(Nc1nnc(SCc2ccccc2Cl)s1)c1cccc([N+](=O)[O-])c1	14	0.9	3	-10	8	-12	23	107	1	-5
CCOc1ccccc1NC(=O)/C=C/C(N)=O	1	-0.3	-1	3	-1	6	-37	85	-1	2
O=C(c1cnc2sccn2c1=O)N1CCCc2ccccc21	22	-1.4	-1	-11	-2	-8	-4	100	3	8
COc1ccc(-c2nnc3ccc(SCC(=O)Nc4cc(C)on4)nn23)cc1OC	30	-0.8	4	6	1	4	-7	x	2	4
CCCN(CCC)C(=O)c1oc2ccccc2c1NC(=O)Cc1cccc(OC)c1	26	1.6	-6	-10	-14	-7	-4	91	1	-9
O=C(COc1ccccc1)NC(=S)Nc1ccc2c(c1)Cc1ccccc1-2	22	-0.4	0	-6	-1	4	-22	107	6	2
Cc1nnc(NC(=O)CSc2n[nH]c(-c3ccccc3)n2)s1	9	-1.5	-2	-2	4	4	-17	100	-1	8
O=C(CN1CCN(S(=O)(=O)c2ccc(Br)cc2)CC1)N/N=C/c1ccco1	-10	0.0	-3	13	3	-2	-3	104	-2	0
Cc1nc2ccccn2c1C(=O)CSc1ccc(Cl)cc1Cl	-4	-1.1	3	-5	0	-2	-7	93	1	6
COc1cc(OC)c2c(-c3ccccc3)cc(=O)oc2c1	3	-1.1	1	3	-4	10	-5	97	6	6
O=C(O)C1Sc2[nH]c(=O)sc2C2c3cc(Br)ccc3OC(=O)C12 (configuration not stated)	9	-3.8	0	-3	6	1	12	93	7	20
COc1ccc(Cc2nc3ccc(C(=O)N4CCOCC4)cc3o2)cc1	-3	-1.9	2	9	0	1	0	110	1	11
CCCCC(=O)OCC(=O)c1[nH]c(C)c(C(=O)OCC)c1C	-8	-0.2	2	-1	-4	-9	-39	102	6	1
COc1ccc(Br)cc1/C=N/Nc1ccc(S(=O)(=O)Nc2ccccc2C(=O)O)cc1[N+](=O)[O-]	9	-3.7	-1	1	36*	8	23	99	1	14
CCCS(=O)(=O)Nc1ccc(Nc2c3ccccc3nc3ccccc23)c(OC)c1	-6	4.1	11	13	9	-6	10	97	-2	-18
CN(n1cnc2ccccc2c1=O)S(C)(=O)=O	6	0.7	10	-13	0	6	-7	x	3	-4
Cc1cc(N2CCCCC2)nc(SCc2ccc(C#N)cc2)n1	16	-1.4	1	6	-4	-3	9	x	-5	9
CN(CCc1ccccc1)C(=O)c1cccc(NC(=O)Cc2ccc([N+](=O)[O-])cc2)c1	0	0.8	1	-1	-1	2	-40	99	14	-4
COc1ccc2oc(=Nc3cc(F)ccc3F)c(C(N)=O)cc2c1	-16	-2.8	0	0	-6	2	13	95	-5	13
CC(C)(C)n1nc2c(c1NC(=O)COc1ccc(Cl)cc1)CS(=O)(=O)C2	12	-1.0	2	-6	-1	-12	19	125	0	5
CCc1ccc(OCC(=O)N/N=C/c2cc([N+](=O)[O-])ccc2N2CCOCC2)cc1	-2	1.9	2	-9	3	-7	-2	83	0	-10
CCN1C(=O)CC(C(C)C)N(C2CCCC2)c2nc(Nc3ccc(C(=O)NC4CCN(C)CC4)cc3OC)ncc21 (configuration not stated)	15	-2.2	-3	-3	0	2	10	105	-4	12
N/C(=N/OCC(=O)Nc1cccc2ccccc12)c1nonc1N	29	-2.4	-4	-3	-2	0	13	101	-5	12
O=C(CSc1nnc(C2COc3ccccc3O2)o1)Nc1ccc(F)cc1Cl (configuration not stated)	-5	-2.7	1	1	0	6	0	105	0	14
Cn1cc(C(=O)N2CCc3ccccc3C2)c(=O)c2cc(S(=O)(=O)N3CCOCC3)ccc21	-31	-1.4	0	4	-4	-4	-7	94	1	7
O=[N+]([O-])c1ccc(OCCCn2cncn2)cc1	26	-4.7	-1	3	-4	-8	-2	109	1	22
O=C1CCC(C(=O)N2CCCCCC2)CN1CCc1ccc(Cl)cc1 (configuration not stated)	4	-3.7	2	4	0	-6	20	96	0	19
CCOC(=O)C1=C(C)NC(=O)NC1c1c(O)ccc2ccccc12 (configuration not stated)	26	-1.9	1	0	-4	-1	14	95	-5	11
CN(C)c1ccc(NC(=O)Nc2ccc3snnc3c2)cc1	3	-1.1	1	4	5	-1	-8	106	-2	6
